# IL-1B inflam inh: blocks inflammasome-driven IL-1 beta release; THP-1 LPS/ATP IL-1B secretion, AlphaLISA, 16 h; active compounds read low; AID 743279; 360,000 tested, 4.7% active; activity change, % at 57.5 µM; in the data active means activity change below about -50%; inconclusive means mostly about -30% to -49%; further: on the % scale 0 is the no-effect control and ±100 the full control effect
#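 Secreted IL-1B measured by AlphaLISA bead assay after 16 h compound exposure of THP-1 cells; compounds (final up to 57.5 uM) added 1 h before LPS (250 ng/mL) and ATP (1.25 mM) stimulation; lower signal means less secretion.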
# HT1080 IDH1KD tx: kills HT-1080 cells with IDH1 knockdown; HT-1080 IDH1 knockdown viability, ATP luminescence, 48 h; Potency, µM (series often up to 46.1 µM), inactives show top-dose activity, negative = toxicity, usual class: cytotoxic; 360,000 tested, 2% active;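 further: potency means the concentration at half of the fitted maximal effect; 0% = DMSO wells and -100% = cell-free medium wells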
#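 % activity derives from luminescence (CellTiter-Glo), normalised to DMSO and no-cell wells. HT-1080-IDH1KD cells, 750/well, had 48 h compound exposure at 37 °C.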
# D3 antag: antagonists of human D3 dopamine receptor. P35462. 360,000 tested, 2.5% active. max response, negative = inhibition, %. D3R cells, DiscoveRx beta-arrestin luminescence, antagonist mode; active compounds read low; in the data active means max response below about -50%; inconclusive means no clear call, values can overlap the other calls; further: on the % scale 0 is the no-effect control and ±100 the full control effect; mostly tested at two doses, the higher about 12 µM
# Target sequence (P35462 whole entry, looked up): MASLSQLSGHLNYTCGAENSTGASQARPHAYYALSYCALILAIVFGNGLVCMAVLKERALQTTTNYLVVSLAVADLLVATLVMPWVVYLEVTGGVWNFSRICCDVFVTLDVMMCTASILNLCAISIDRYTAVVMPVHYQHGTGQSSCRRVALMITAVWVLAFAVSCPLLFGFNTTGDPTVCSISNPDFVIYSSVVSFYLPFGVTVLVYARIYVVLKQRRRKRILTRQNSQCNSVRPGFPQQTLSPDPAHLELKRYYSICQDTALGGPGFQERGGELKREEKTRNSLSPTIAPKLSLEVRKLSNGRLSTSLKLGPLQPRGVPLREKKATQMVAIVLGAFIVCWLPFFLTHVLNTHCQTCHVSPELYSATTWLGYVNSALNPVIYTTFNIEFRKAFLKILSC
#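 Cells expressing the human receptor were seeded at 1500 cells/well, incubated overnight at 37 degrees C in 5% CO2, then exposed to library compounds with dopamine controls for 90 minutes at 37 degrees C before luminescent detection.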
# HT1080-NT tox: kills 2HG-producing HT-1080-NT fibrosarcoma cells | HT-1080-NT fibrosarcoma viability, CellTiter-Glo ATP luminescence, 48 h | Potency, µM (top dose mostly 46.1 µM), inactives show top-dose activity, negative = less viability, actives largely listed as cytotoxic | 360,000 tested, 1.6% active | AID 686970;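 further: NT is the 2HG producing partner of a matched IDH1 knockdown line; potency means the concentration at half of the fitted maximal effect; 0% = DMSO-treated cells and -100% = media-only wells without cells; nearly all actives have a fitted effect of over 55% in size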
#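 Fibrosarcoma NT cells, 750 per well in 5% FBS RPMI, were exposed to compound for 48 hours. Viability: CellTiter-Glo luminescence.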
# D3 ag: agonists of human D3 dopamine receptor | D3R DiscoveRx beta-arrestin cells, luminescence, 90 min | max activation, % | 410,000 tested, 0.58% active | P35462 | AID 652048; in the data active means max activation above about 30%; further: 0% is about no effect; mostly tested at two doses, the higher about 12 µM
#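 Cells at 1500/well, incubated overnight, then treated with pinned compounds (dopamine as control) for 90 min at 37 degrees C. DiscoveRx reagent added for 30 - 60 minutes at room temperature; luminescence read.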
# KB-3-1 tox: KB-3-1 parental cell cytotoxicity; KB-3-1 viability, CellTiter-Glo ATP luminescence, 72 h; Potency, µM (doses to about 46.1 µM), for the others: at the top dose activity change, negative = cytotoxic, actives largely listed as cytotoxic; 400,000 tested, 1.4% active; AID 1347075; further: potency means the concentration at half of the fitted maximal effect; on the % scale 0 is the no-effect control and ±100 the full control effect; nearly all actives have a fitted effect of over 60% in size
#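 Parental KB-3-1 adenocarcinoma cells in phenol-red-free DMEM with 10% FBS were pin-treated with compounds at several concentrations, incubated 72 h at 37 °C, and viability read by CellTiter-Glo luminescence; concentration-effect curves were fitted after normalization.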
# SW480 rereplic: inducers of DNA re-replication in SW480 colon cancer cells. SW480 DNA re-replication, Hoechst DNA content imaging, 48 h. Potency, µM (doses to about 46.1 µM), for inactives: top-dose re-replication activation, usual class: activators. 340,000 tested, 1.8% active. AID 624297; further: potency means the concentration at half of the fitted maximal effect; % of control where 0% means no effect; nearly all actives have a fitted effect of over 55% in size
#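 Image-based DNA-content assay: after two days of treatment, nuclei were labelled with the DNA dye Hoechst and imaged, and hits were compounds raising the count of nuclei showing high fluorescence intensity.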
# GLP1R ag: agonists of human GLP-1 receptor; P43220; HEK293 GLP-1R CRE-luciferase, luminescence, 4-6 h; cells express a hypersensitive GLP-1R form; Potency, µM (top dose mostly 45.6 µM), inactives show at the top dose activation, most hits filed as activators; 380,000 tested, 0.007% active; AID 624172; further: potency means the concentration at half of the fitted maximal effect; % of control where 0% means no effect
# Target sequence (P43220 whole entry, looked up): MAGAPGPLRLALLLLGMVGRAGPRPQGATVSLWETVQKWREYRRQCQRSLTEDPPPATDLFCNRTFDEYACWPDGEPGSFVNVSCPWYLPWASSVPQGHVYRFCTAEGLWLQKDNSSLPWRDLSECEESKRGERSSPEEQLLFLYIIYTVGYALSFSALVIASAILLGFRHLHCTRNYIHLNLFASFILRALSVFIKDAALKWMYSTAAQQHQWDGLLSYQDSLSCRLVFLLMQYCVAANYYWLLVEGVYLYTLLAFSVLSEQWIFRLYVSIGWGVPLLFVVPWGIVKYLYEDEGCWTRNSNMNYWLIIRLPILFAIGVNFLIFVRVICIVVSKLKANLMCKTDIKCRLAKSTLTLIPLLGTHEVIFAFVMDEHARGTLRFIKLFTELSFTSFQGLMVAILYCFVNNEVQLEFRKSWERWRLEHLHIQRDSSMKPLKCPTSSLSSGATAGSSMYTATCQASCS
# KB-V1 cytotox: KB-V1 MDR subline cytotoxicity. KB-V1 MDR cells viability, CellTiter-Glo, 72 h. Potency, µM (highest dose often 46.1 µM), without a hit: top-dose activity change, negative = cytotoxicity, usual class: cytotoxic. 400,000 tested, 3.4% active. AID 1347076; further: potency means the concentration at half of the fitted maximal effect; on the % scale 0 is the no-effect control and ±100 the full control effect; nearly all actives have a fitted effect of over 60% in size
#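 Compound-treated KB-V1 multidrug-resistant cells, 72 h, 37 degrees C; viability by CellTiter-Glo. Fitted qHTS curves give the values.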
# The depositor's hits bear a star; ? = inconclusive; nt = no result given; [ ] = remark or other dose. Unless noted, the call rests on the fitted dose curve; in most records, active means well fitted curve in the direction sought with a large enough effect; inconclusive means small, poorly fitted or top-dose-only effect, or another doubt; inactive means no such curve, though single readings can be large; an effect the other way counts as inactive or inconclusive.
SMILES,IL-1B inflam inh,HT1080 IDH1KD tx,D3 antag,HT1080-NT tox,D3 ag,KB-3-1 tox,SW480 rereplic,GLP1R ag,KB-V1 cytotox
O=C(O)/C=C\C(=O)Nc1cc(O)ccc1[N+](=O)[O-],0,1%,?,4%,-2,-9%,-10%,0%,-13%
COC(=O)C(C(=O)OC)=C(/C=C/C=C/N(C)C)N(C)C,11,7%,22,6%,5,0%,-5%,-12%,1%
CC(=O)Nc1ccc(S(=O)(=O)N2CCC(C(=O)N[C@@H](Cc3ccccc3)C(=O)O)CC2)cc1,4,-2%,1,3%,0,3%,8%,-2%,-3%
COC(=O)C1=C(C)N(C)C(=S)NC1c1c(OC)ccc2ccccc12 (stereo not drawn),32,9%,-12,13%,-4,-2%,1%,-2%,-14%
O=C(CN(c1ccc(Cl)cc1)S(=O)(=O)c1ccc(Cl)c([N+](=O)[O-])c1)NCCc1ccc(F)cc1,1,17%,2,12%,-7,-32%,6%,6%,-18%
Cn1c(/C(C#N)=C(\O)COc2ccc3ccccc3c2)nc2ccccc21,12,-2%,8,6%,1,?,0%[9.22 µM],-4%,?
O=C(OCc1ccccc1)C1=NNC2C(=O)N(c3ccccc3)C(=O)C12 (stereo not drawn),16,4%,6,1%,6,8%,-8%,2%,18%
COc1ccc(C2C(C#N)=C(N)N(N(C)C)C3=C2C(=O)CCC3)cc1 (stereo not drawn),-16,2%,-2,0%,-6,26%,-3%,6%,0%
CCn1nc(C)c(NC(=O)/C=C/c2ccc(OC)c(COc3ccc(Br)cc3)c2)c1C,-50*,-19%,?,-8%,-10,-25%,17%,10%,14%
Cn1cccc1-c1cc(C(=O)O)[nH]n1,-3,3%,-19,-6%,2,0%,-3%,-3%,-3%
CCN(CC)c1ncc(C)c(=O)[nH]1,-3,0%,-26,0%,-7,-13%,-2%,-11%,-8%
CN(C)c1cccc(C(=O)N2CCCC(CCC(=O)N3CCN(c4ccccn4)CC3)C2)c1 (stereo not drawn),-10,-12%,-1,-10%,0,-5%,2%,11%,?
CN(C)CCCN1C(=O)CSC1c1ccc([N+](=O)[O-])cc1 (stereo not drawn),37,-9%,2,0%,3,23%,6%,0%,0%
O=C(Nc1nc(-c2ccc(Cl)cc2)cs1)C1=COCCO1,-84*,-2%,5,-10%,1,-4%,-7%,-15%,?
Oc1ccc(N2CCN(c3nc(-c4cccs4)nc4ccccc34)CC2)cc1,?,?,9,?,16,-14%,?,18%,-10%

# Next part, overlapping the part above by 3 compounds.
SMILES,IL-1B inflam inh,HT1080 IDH1KD tx,D3 antag,HT1080-NT tox,D3 ag,KB-3-1 tox,SW480 rereplic,GLP1R ag,KB-V1 cytotox
CN(C)CCCN1C(=O)CSC1c1ccc([N+](=O)[O-])cc1 (stereo not drawn),37,-9%,2,0%,3,23%,6%,0%,0%
O=C(Nc1nc(-c2ccc(Cl)cc2)cs1)C1=COCCO1,-84*,-2%,5,-10%,1,-4%,-7%,-15%,?
Oc1ccc(N2CCN(c3nc(-c4cccs4)nc4ccccc34)CC2)cc1,?,?,9,?,16,-14%,?,18%,-10%
CCOC(=O)c1ccc(-c2c(-c3ccc4c(c3)OCO4)noc2C)cc1F,20,-10%,16,-1%,-13,?,-6%,21%,?
O=C(CCc1ccco1)CCc1ccco1,-12,16%,-7,-2%,2,6%,-12%,-1%,21%
COc1cc(OC)nc(Nc2nc(C(N)CCc3ccccc3)cs2)n1 (stereo not drawn),?,?,7,-25%,34*,0%,nt,4%,-17%
COc1ccc(C(=O)NCCS(=O)(=O)NCc2ccc(F)cc2)cc1,-5,5%,3,-2%,-7,3%,3.7µM*,9%,-2%
O=C1NC[C@@H](CCCCN2CCN(Cc3ccccc3)C(=O)C2=O)N(Cc2ccccc2)C1=O,-19,14%,5,23%,3,20%,nt,-4%,37%
CC(=O)Nc1ccc(CCc2nc3ccccc3[nH]2)cc1,5,-4%,-4,-5%,-13,-4%,6%,6%,-6%
CC(=O)c1cccc(S(=O)(=O)N2CCC(C(=O)O)CC2)c1,-7,8%,37,11%,2,1%,5%,8%,8%
C(=C\c1ccccc1)/CN1CCN(C(c2nnnn2C2CCCC2)C2CC2)CC1 (stereo not drawn),11,-8%,?,-10%,-19,0%,nt,-4%,4%
O=C(c1cccc(NS(=O)(=O)c2cccc(F)c2)c1)N1CCN(c2ccccc2)CC1,20,-10%,24,-2%,-2,-4%,2%,3%,5%
Cn1c(NNC(=O)c2ccccc2F)cc(=O)n(C)c1=O,7,9%,6,11%,1,3%,-13%,-5%,0%
CCOC(=O)CCC(=O)Nc1ccc(S(=O)(=O)N2CCCCC2)cc1,3,9%,1,1%,7,11%,0%,0%,10%
COc1ccc(N2C(=O)C(CC(=O)Nc3ccccc3)N(Cc3ccc4c(c3)OCO4)C2=O)cc1 (stereo not drawn),-11,-13%,1,11%,0,-24%,4%,-4%,?
C[C@@H]1Cc2[nH][nH]c(=O)c2[C@H](C)O1,57,10%,5,25%,-1,11%,nt,-4%,?
C#CCCOC(=O)N1C2=NC(C(=O)OC)=C(C(=O)OC)[C@@H]3Nc4ccccc4[C@]23C[C@H]1C(=O)OC,28,13%,23,14%,4,23%,-6%,5%,?
COc1ccc(N2C(=O)CC2(C#N)c2ccc(OCc3ccccc3)cc2)cc1 (stereo not drawn),-11,-3%,-6,15%,1,-4%,?,1%,4%
COc1ccc(N2CCN(C(=O)COC(=O)COc3ccc(C#N)cc3)CC2)cc1,6,17%,8,16%,5,5%,-53%[inhibitor],-6%,0%
COc1ccc(-c2[nH]ncc2CN2CCC(c3ccncc3)CC2)cc1F,-11,19%,0,10%,-9,-2%,-6%,14%,-5%
Cc1cccc(NC(=O)CN(CC2CCCO2)C(=O)c2cc(S(=O)(=O)N(C)C)ccc2F)c1C (stereo not drawn),-2,26%,1,13%,1,-3%,-3%,13%,10%
O=C(O)c1oc2ccccc2c1CSc1ccc(Cl)cc1,7,0%,4,-19%,-12,-1%,2%,0%,6%
c1ccc(CN2CCN(C(c3ccccc3)c3nnnn3Cc3ccccc3)CC2)cc1 (stereo not drawn),-58*,-7%,0,-1%,-10,-12%,5%,1%,?
CN1c2ccccc2C(C)(C)C12C=Nc1c(cc(N3CCOCC3)c3ccccc13)O2 (stereo not drawn),-5,-18%,?,-10%,-11,?,21µM*,-4%,-28%
CC(C)N1CC(COc2ccc(Br)cc2)OC1=O (stereo not drawn),-5,-4%,-7,5%,2,5%,-11%,-3%,-1%
C=CCSc1nc2sc(-c3ccccc3)cc2c(=O)n1N,22,12%,-7,2%,27,-1%,-1%,6%,?
CC1CCCCN1S(=O)(=O)CCNC(=O)c1ccccc1 (stereo not drawn),-5,-6%,-1,-8%,-13,-7%,?,7%,?
CCc1nc(SCc2ccc(F)cc2)n[nH]1,-22,5%,-15,15%,7,4%,-7%,2%,0%
O=C(NNC(=O)C1CCC1)c1ccc(Br)cc1,-11,14%,4,28%,3,9%,?,16%,30%
Cc1ccc(S(=O)(=O)Nc2c(C)ccc3nsnc23)cc1,-10,-10%,-2,-7%,-2,-3%,-14%,-4%,-3%
COc1ccc(S(=O)(=O)N2CCCCC2)cc1NS(=O)(=O)c1ccc(CNC(C)=O)cc1,11,17%,3,3%,-7,-5%,-1%,1%,-1%
COc1cc(/C=N/NC(=O)c2cc(C3CC3)[nH]n2)ccc1O,-15,5%,0,0%,-10,-2%,25%,-2%,-4%
COc1ccccc1Nc1nc(N)nc(CSc2nccc(C)n2)n1,-9,3%,8,2%,3,7%,-1%,18%,-9%
CC(=O)N/N=C(\C)CC(=O)Nc1ccc2c(c1)OCCO2,13,-1%,7,3%,2,-4%,-2%,7%,?
COc1cccc(OCc2nn[nH]n2)c1,13,17%,-12,-1%,-3,-1%,-1%,-13%,?
Cc1ccc(-c2csc(NC(CO)c3nc4ccccc4n3CCOCCO)n2)cc1 (stereo not drawn),40,-3%,-14,-2%,-8,3%,8%,28%,-8%
O=C(Cn1cnc2ccccc2c1=O)Nc1ccc2c(c1)CCC2,15,?,-15,0%[9.24 µM],-43,8%,-2%,-4%,-10%
COc1ccccc1CN1C(=O)C(Cc2ccccc2)ON=C1c1ncccc1C (stereo not drawn),0,-4%,6,-20%,6,-5%,nt,13%,?
Cc1occc1-c1nnc(SCC(=O)Nc2ccccc2N2CCCCC2)n1C,-53*,0%,0,-5%,-2,?,20%,-1%,?
O=C(CC[C@H]1O[C@@H](n2ccc(=O)[nH]c2=O)[C@H](O)[C@@H]1O)NCCN1CCOCC1,-9,21%,30,23%,5,0%,nt,-2%,1%
C=CC(=O)NN(C)c1ncc(C(F)(F)F)cc1Cl,?,?,2,?,-1,?,20%,-1%,0%
CCOC(=O)c1cc(NC(=O)CN2CCCC2)cc(C(=O)OCC)c1,-7,-6%,-10,-3%,-9,12%,-4%,21%,-35%
O=C(CSc1cccc[n+]1[O-])Nc1cc(S(=O)(=O)N2CCOCC2)ccc1Cl,4,0%,-16,-1%,-3,0%,2%,0%,-10%
CC(C)c1nnc(NC(=O)CCC(=O)NCc2ccc3c(c2)OCO3)s1,23,8%,24,10%,-3,-1%,-40%[inhibitor],1%,11%
CC(C)CCNC(=O)C1CCC(CNc2c(N3CCC(C)CC3)c(=O)c2=O)CC1 (stereo not drawn),-3,18%,0,5%,22,-1%,2%,5%,16%
COC(=O)CN1C(=O)[C@@H]2[C@H](C1=O)[C@@H]1CC(C(=O)OC)=C[C@@H](C(=O)OC)[C@@H]3C1=C(C(=O)[C@]3(C)NC(=O)c1ccccc1)[C@@H]2C,2,2%,12,23%,2,17%,1%,1%,-2%
Cc1ccc(NC(=O)CN(C)C(=O)COc2c(Cl)cc(Cl)c3ccc(C)nc23)cc1,21,-2%,22,4%,-2,-1%,-6%,-1%,-15%

# Screens: PubChem, National Center for Advancing Translational Sciences (NCATS)
